Assay outcomes (PubChem BioAssay)
Giardia killer: Giardia lamblia killing. activity change, % at 7.66 µM, hits read low. hit rate 0.15% among 340,000. Giardia lamblia trophozoite viability; in the data active = activity change below about -80%; inconclusive = between about -30% and that limit;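 note: parasites exposed to compound for two days anaerobically before the ATP read; % is set by controls: 0 for no effect and ±100 for the full control effect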
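Anaerobic 48 hrs incubation at 37 deg C of 100 trophozoites/well with test compounds; ATPLite 1-Step luminescence, 15-30 min RT, reports cellular ATP as viability.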
Rab9 prom act: activates the Rab9 promoter; Potency, µM (highest dose often 9.22 µM), for inactives: at the top dose activation, negative = inhibition, most hits filed as activators; AID 485297; hit rate 2.8% among 320,000; Huh7 Rab9 promoter-luciferase reporter, luminescence, 24 h; note: potency is the fitted concentration of half-maximal effect; % of control where 0% means no effect; nearly all actives have a fitted effect of over 60% in size
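Stable Rab9-luc Huh7, 1500 cells/well, 2 h settle; cmpd in DMSO, 24 h, 37 °C/5% CO2; luciferase reagent 10 min RT; luminescence.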
Tb PFK block: inhibitors of T. brucei phosphofructokinase. O15648. T. brucei PFK, ADP-Glo luminescence. Potency, µM (highest dose often 57.5 µM), for inactives: at the highest dose activity, negative = inhibition, most hits filed as inhibitors. hit rate 0.17% among 330,000;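 note: potency is the fitted concentration of half-maximal effect; 0% = uninhibited 1x PFK enzyme wells and -100% = no-enzyme wells; nearly all actives have a fitted effect of over 60% in size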
Target sequence (O15648 whole entry, looked up): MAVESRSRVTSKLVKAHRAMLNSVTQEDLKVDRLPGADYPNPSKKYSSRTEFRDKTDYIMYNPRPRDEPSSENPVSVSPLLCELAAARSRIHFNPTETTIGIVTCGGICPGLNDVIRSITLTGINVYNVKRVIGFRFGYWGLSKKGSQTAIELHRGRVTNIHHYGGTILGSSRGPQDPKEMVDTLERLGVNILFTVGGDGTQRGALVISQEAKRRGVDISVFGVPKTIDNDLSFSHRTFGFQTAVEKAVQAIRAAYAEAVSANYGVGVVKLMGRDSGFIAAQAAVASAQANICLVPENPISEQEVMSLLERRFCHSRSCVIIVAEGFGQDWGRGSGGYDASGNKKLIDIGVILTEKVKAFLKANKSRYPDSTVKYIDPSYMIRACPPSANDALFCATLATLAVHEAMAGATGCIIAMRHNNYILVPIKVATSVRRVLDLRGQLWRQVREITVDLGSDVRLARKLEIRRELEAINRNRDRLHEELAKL
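Luminescent ADP detection (ADP-Glo, two-step: ATP depletion then ADP-to-ATP conversion for luciferase) reported PFK activity after 45 min room-temperature reaction of 1.25 nM enzyme with 0.5 mM F6P and 0.1 mM ATP at pH 8.0.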
RORgamma inh: blocks mouse ROR gamma transcriptional activity | P51450 | Drosophila S2 Gal4-RORgamma UAS-luciferase reporter, 20 h | Potency, µM (series often up to 53.6 µM), for inactives: at the highest dose activity change, negative = inhibition, actives largely listed as inhibitors | hit rate 5.4% among 310,000; note: potency is the fitted concentration of half-maximal effect; % is set by controls: 0 for no effect and ±100 for the full control effect; nearly all actives have a fitted effect of over 60% in size
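Stably transfected Drosophila Schneider cells are the test system, with ROR gamma fused to Gal4 and luciferase under UAS control; luminescence is read after 20 hr of 700 uM copper sulfate induction at ambient temperature.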
ELG1 genotox: genotoxicity induction in ELG1-luciferase HEK293T cells; AID 504466; Potency, µM (titrated, usually from 46 µM), without a hit: at the highest dose activity change, positive = activation, most hits filed as activators; HEK293T ELG1-luciferase reporter, luminescence, 16 h; hit rate 1.3% among 330,000; note: potency is the fitted concentration of half-maximal effect; % of control where 0% means no effect; nearly all actives have a fitted effect of over 60% in size
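Reporter readout depends on ELG1 protein level, which increases with genetic stress. After 16 hr compound exposure at 37 °C, luciferase activity was quantified using ONE-Glo.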
FLuc counter: counter-screen for miR-21 project: firefly luciferase inhibitors or activators. P08659. purified FLuc, Km substrates, luminescence inhibition. Potency, µM (series often up to 57.5 µM), without a hit: at the highest dose activity change, negative = inhibition, actives largely listed as inhibitors. hit rate 6.9% among 360,000;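 note: potency is the fitted concentration of half-maximal effect; plate controls were vehicle for no effect and reference inhibitor for full effect; nearly all actives have a fitted effect of over 55% in size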
Target sequence (P08659 whole entry, looked up): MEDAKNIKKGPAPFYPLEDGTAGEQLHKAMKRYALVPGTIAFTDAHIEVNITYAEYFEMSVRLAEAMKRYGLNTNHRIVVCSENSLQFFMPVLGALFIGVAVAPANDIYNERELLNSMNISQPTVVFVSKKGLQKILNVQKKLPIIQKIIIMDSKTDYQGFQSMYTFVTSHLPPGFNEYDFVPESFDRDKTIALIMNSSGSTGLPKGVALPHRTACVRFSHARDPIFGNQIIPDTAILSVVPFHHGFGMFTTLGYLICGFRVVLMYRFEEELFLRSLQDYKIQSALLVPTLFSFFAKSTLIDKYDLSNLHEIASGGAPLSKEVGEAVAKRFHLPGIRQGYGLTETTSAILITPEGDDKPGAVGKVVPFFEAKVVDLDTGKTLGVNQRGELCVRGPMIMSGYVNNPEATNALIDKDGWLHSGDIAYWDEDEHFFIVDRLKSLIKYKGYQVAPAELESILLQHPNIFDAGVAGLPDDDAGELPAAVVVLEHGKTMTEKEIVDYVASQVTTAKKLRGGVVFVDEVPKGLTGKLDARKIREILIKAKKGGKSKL
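Purified P. pyralis luciferase (10nM final) with 10uM D-luciferin and 10uM ATP (Km levels) in 50mM Tris acetate pH 7.5, 10mM Mg acetate, 0.01% Tween-20, 0.05% BSA; qHTS 6-point titration, ~60 µM downward; luminescence read.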
NPC1 promoter act: activates the NPC1 promoter; AID 485313; Potency, µM (titrated, usually from 9.22 µM), without a hit: at the highest dose activation, hits mostly activators; hit rate 2.4% among 320,000; Huh7 NPC1 promoter luciferase reporter, 24 h;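 note: potency is the fitted concentration of half-maximal effect; % of control where 0% means no effect; nearly all actives have a fitted effect of over 60% in size; reporter is driven by a mutant NPC1 promoter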
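Huh7 reporter cells (NPC1 promoter driving luciferase) are dosed with compound for 24 h at 37 °C, 5% CO2; luciferase detection reagent is then added and luminescence measured after 10 min at ambient temperature.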
VP16 counter: Gal4-VP16 reporter inhibition counter-screen; Drosophila S2 Gal4-VP16 UAS-luciferase, luminescence, 20 h; Potency, µM (series often up to 53.6 µM), for inactives: at the highest dose activity, negative = inhibition, hits mostly inhibitors; hit rate 3.5% among 310,000; AID 2546;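 note: Gal4-VP16 expression switched on by copper sulfate through the metallothionein promoter; potency is the fitted concentration of half-maximal effect; % is set by controls: 0 for no effect and ±100 for the full control effect; nearly all actives have a fitted effect of over 50% in size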
Coupling enz: counter-screen for Giardia aldolase inhibitors: coupling enzyme system. coupling enzyme system counterscreen, AmpLite Red fluorescence. activity change, negative = inhibition, % at 58.2 µM, hits read low. hit rate 0.67% among 290,000; in the data active = activity change below about -30%; note: % is set by controls: 0 for no effect and ±100 for the full control effect
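Counterscreen of the coupled detection system alone, without aldolase: glyceraldehyde-3-phosphate coupling enzymes plus AmpLite Red readout. Compounds at 57.5 uM final, 10 min RT preincubation, 20 min RT reaction, fluorescence 525/598 nm.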
uPA surface inh: blocks generation of uPA at the cell surface; cell surface uPA generation assay, qHTS; Potency, µM (top dose mostly 38.3 µM), for inactives: top-dose activity change, negative = inhibition, most hits filed as inhibitors; hit rate 0.31% among 330,000; active = well fitted inhibition curve with a large enough effect; inconclusive = small, poorly fitted or top-dose-only effect; inactive = no such curve, though single readings can be large or run the other way; tested in mouse RAW 264.7 cells; note: potency is the fitted concentration of half-maximal effect; % is set by controls: 0 for no effect and ±100 for the full control effect; nearly all actives have a fitted effect of over 55% in size
KCNH2 3.1 inh: KCNH2 3.1 (human) potassium channel inhibition. activity change, % (tested at about 1.8 µM). hit rate 0.95% among 340,000. U2OS KCNH2 3.1, thallium flux FluxOr; active compounds read low;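 active = maximum activity change below -70%; inconclusive = maximum activity change from -70% to -50%; inactive = maximum activity change above -50%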;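 note: thallium influx rate constant from kinetic fluorescence after stimulation buffer; % is set by controls: 0 for no effect and ±100 for the full control effect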
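U2OS cells transduced with KCNH2 3.1 mutant virus (1.77 x 10^8 /mL, 4 h), plated overnight at 37 C, loaded 45 min with FluxOr dye plus Red40 quencher. Thallium flux rate constant from kinetic reads after stimulation buffer, normalised to controls.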
Starred values were filed as active, the others as inactive; u = inconclusive; x = not tested or not shown; & = joins results of further samples; [ ] = dose if it differs, or a comment. Unless noted, calls come from the whole dose curve; as a rule, active = well fitted curve in the direction sought with a large enough effect; inconclusive = small, poorly fitted or top-dose-only effect, or another doubt; inactive = no such curve, though single readings can be large; an effect the other way counts as inactive or inconclusive.

compound	Giardia killer	Rab9 prom act	Tb PFK block	RORgamma inh	ELG1 genotox	FLuc counter	NPC1 promoter act	VP16 counter	Coupling enz	uPA surface inh	KCNH2 3.1 inh
CSc1sc(C(=O)NNC(=O)c2ccc(Cl)cc2)c2c1C=CCC2	-5	-3%	8%	-5%	0%	-3%	7%	5%	-3	5%	-3
Cc1sc2ncnc(OCC(=O)NCC3CCCO3)c2c1C (stereo not given)	-6	-9%	1%	12%	4%	6%	-5%	5%	1	7%	3
CC(C)(CC(=O)O)CC(=O)N1CCCN(c2nccc(C(F)(F)F)n2)CC1	3	-4%	-1%	17%	6%	-2%	-3%	-14%	1	1%	-7
CCCn1c(C)cc(/C=C(\C#N)C(=O)O)c1C	-21	-2%	-1%	-2%	5%	u	-1%	4%	7	5%	-6
CC1(C(=O)NC(=S)N(CCC#N)Cc2cccnc2)CC1(Cl)Cl (stereo not given)	x	-3%	-2%	1.4µM*	-1%	2%	-1%	u	3	x	x
Cc1sc2ncnc(N3CCC(C(=O)Nc4nc(-c5cccs5)cs4)CC3)c2c1C	11	-20%	1%	x	1%	11µM*	-21%	x	x	3%	-35
CC1CCCC(C)N1C(=O)c1ccc(S(=O)(=O)NCc2ccco2)cc1 (stereo not given)	13	-3%	-2%	u	-14%	1%	-6%	-2%	5	1%	-20
Cc1cc(C(=O)c2cnc(/N=C/N(C)C)s2)c(F)cc1Cl	17	9%	-7%	u	0%	-11%	1%	-17%	4	6%	-4
Cc1[nH]c(=O)c(C#N)c(C)c1CCC(=O)Nc1cc(S(C)(=O)=O)ccc1Cl	6	-2%	-7%	-30%	-2%	0%	-3%	6%	1	2%	-32
CCOc1ccc(C(=O)N2CCN(c3ccccn3)CC2)cc1OCC	-7	8%	-4%	14%	0%	-1%	1%	9%	6	-2%	-4
CCOC(=O)C1CCCN(C(=S)NC2CCCCC2)C1 (stereo not given)	7	1%	-1%	-39%	1%	-3%	5%	-3%	5	-18%	28
Cc1c(NC(=O)C(C)OC(=O)Cc2ccc(F)cc2)c(=O)n(-c2ccccc2)n1C (stereo not given)	3	1%	-4%	x	0%	2%	-7%	x	x	16%	-23
C=CCSc1nc(N)c2c(C)c(C)sc2n1	-1	24%	-9%	12%	u	12µM*	18%	11%	-1	-4%	-2
CCn1c(=O)cc(N2CCN(Cc3ccccc3)CC2)[nH]c1=O	10	15%	0%	-38%	-3%	3%	1%	-2%	0	9%	23
O=C(NC1CC2CCC(C1)N2Cc1ccccc1)c1cccc(F)c1 (stereo not given)	-8	-6%	-2%	-13%	-2%	-1%	-18%	-15%	4	9%	-2
Cc1cccc(C(C)C)c1NC(=O)COC(=O)COc1ccc2c(C)cc(=O)oc2c1	8	-5%	1%	-12%	3%	0%	2%	-16%	3	-6%	4
COC(=O)C1=CN(Cc2ccc(C)cc2)C=C(C(=O)OC)C1c1cc(OC)c(OC)c(OC)c1	9	-3%	0%	-3%	0%	6%	-4%	4%	-6	10%	8
CCn1c(-c2csc(C(C)C)c2)n[nH]c1=S	2	1%	-1%	2.5µM*	-1%	-8%	1%	13µM*	6	0%	-7
CCOCCCN(C(=O)CCC(=O)Nc1cc(C)on1)C(C(=O)NC(C)(C)C)c1ccccc1Cl (stereo not given)	1	1%	-6%	13%	0%	-1%	-2%	1%	1	-5%	0
CCOc1ccc2nc(N3C(=O)/C(=C/c4ccc(Cl)cc4)NC3=S)sc2c1	8	3%	7%	1.1µM*	0%	9.5µM*	13%	1.6µM*	2	-15%	8

By substructure, those above with a cyano group.
compound	Giardia killer	Rab9 prom act	Tb PFK block	RORgamma inh	ELG1 genotox	FLuc counter	NPC1 promoter act	VP16 counter	Coupling enz	uPA surface inh	KCNH2 3.1 inh
CCCn1c(C)cc(/C=C(\C#N)C(=O)O)c1C	-21	-2%	-1%	-2%	5%	u	-1%	4%	7	5%	-6
CC1(C(=O)NC(=S)N(CCC#N)Cc2cccnc2)CC1(Cl)Cl (stereo not given)	x	-3%	-2%	1.4µM*	-1%	2%	-1%	u	3	x	x
Cc1[nH]c(=O)c(C#N)c(C)c1CCC(=O)Nc1cc(S(C)(=O)=O)ccc1Cl	6	-2%	-7%	-30%	-2%	0%	-3%	6%	1	2%	-32

The list continues:
Results follow in this order: Giardia killer, Rab9 prom act, Tb PFK block, RORgamma inh, ELG1 genotox, FLuc counter, NPC1 promoter act, VP16 counter, Coupling enz, uPA surface inh, KCNH2 3.1 inh
COc1cccc(/C=C/C(=O)OCC(=O)Nc2ccc(N3CCOCC3)cc2)c1OC
    1, 10%, 0%, -11%, 0%, -2%, 1%, 3%, 1, x, -33
COc1ccccc1-c1sc2cc3c(cc2c1-c1ccc2c(c1)OCO2)OCO3
    -8, -3%, 5%, x, 7%, u, 4%, x, x, -2%, -19
O=C(Nc1ccccc1OC(=O)c1ccc(Cl)cc1)c1ccc(Cl)cc1
    -7, 3.2µM*, 1%, 35%, 16%, -10%, u, -4%, -1, -2%, -18
Cc1ccc(C(=O)CN(C(=O)c2ccc(Cl)c(Cl)c2)N2C(=O)C3C4C=CC(C4)C3C2=O)cc1 (stereo not given)
    13, -3%, -6%, -17%, -2%, 1%, 12%, -4%[0.365 µM], -5, -1%, -7
N#Cc1c(C(F)(F)F)cc(-c2cccs2)nc1SCc1ccc(Cl)nc1
    -2, -7%, -1%, 0%, 4%, 2%, -4%, -3%, -2, 1%, -2
CCCn1nc(C(=O)Nc2ccc(N3CCOCC3)cc2)c2ccccc2c1=O
    -8, -5%, -2%, x, u, -1%, 7%, x, x, 0%, -3
CC(OC(=O)c1ccc(NC(=O)CC#N)cc1)C(=O)Nc1nc(-c2ccccc2)cs1 (stereo not given)
    -15, 16%, 0%, x, 23µM*, 2%, 11%, x, x, 2%, 7
COc1cc(NC(=O)c2ccccc2)c(OC)cc1Cl
    -1, 0%, 2%, 16%, 0%, -17%, 2%, 5%, 4, 4%, -9
Cc1ccc(-c2nc(NC(=O)CSc3ncn[nH]3)ns2)cc1
    8, 16%, 3%, 5%, 6%, 17µM*, 3%, 30%, 0, -1%, -24
CCCCn1c(N)c(N(CC(C)C)C(=O)c2cccc(S(=O)(=O)N3CCCCC3)c2)c(=O)[nH]c1=O
    -2, -4%, 6%, x, -8%, 0%, 3%, x, x, 8%, 12
NC(=O)CN1C(=O)C(=O)N(Cc2ccccc2)C1=O
    0, -8%, 7%, -1%, -4%, 5%, -2%, 1%, 1, 8%, 3
COCCSc1nnc(-c2cnccn2)o1
    8, 8%, -1%, -62%, 0%, 0%, 3%, -1%, 0, 0%, -4
COc1ccc(-c2nn(Cc3ccccc3)cc2C(=O)N2CCN(c3ncccn3)CC2)cc1OC
    3, 10%, -3%, x, 1%, 2%, -2%, x, x, 10%, 3
Cc1noc(C)c1COc1ccccc1C(=O)NCc1ccccc1Cl
    14, -3%, -5%, x, 0%, -2%, -5%, x, x, -9%, -14
NC(=O)CSc1nnc(-c2ccccc2)c(-c2ccccc2)n1
    -2, -1%, 0%, -7%, 0%, -1%, 0%, 17%, 1, -8%, 0
Cn1c(=O)[nH]c(=O)c2c1nc(N1CCCC1)n2CCCSc1nc2ccccc2o1
    -6, 3%, 1%, 3%, -12%, 1%, -3%, -4%, 0, -3%, -17
CCCC(=O)Nc1ccc(C(=O)COC(=O)C2CC2C)cc1 (stereo not given)
    8, 1.4µM*, -4%, x, 16%, 1.7µM*, 2µM*, x, x, 1%, 0
COc1ccc(C(CC(=O)N2CCN(c3ccccc3)CC2)c2c(O)cc(OC)cc2OC)cc1 (stereo not given)
    -10&-9, -7%, 0%, -20%&2%, 0%, 0%, -1%, -5%&-18%, 4&-2, 6%, 8
CC1(C)Cc2c(cnn2-c2cccc(F)c2)C(NC(=O)CCc2cnccn2)C1 (stereo not given)
    23, 12%, 3%, 25%, 1%[9.26 µM], -20%, 2%, u, -4, 6%, -29
CC[C@@]12C(=O)N(c3cccc(C)c3)C(=O)N1[C@H](c1ccc(Br)cc1)[C@@H]1C(=O)N(C(C)(C)C)C(=O)[C@@H]12
    15, -6%, -2%, 32%, -3%, -1%, 1%, 2%, -2, 4%, 7
